DT40 TDP1 no CPT: qHTS for Inhibitors of human tyrosyl-DNA phosphodiesterase 1 (TDP1): qHTS in cells in absence of CPT | 15% of 420,000 active | DT40 Tdp1-/- hTDP1 cells, no CPT, ATP luminescence, 48 h | AID 686978, 2013 | Potency, µM (doses to about 46.2 µM), for inactives: at the top dose activity change, negative = growth inhibition, usual class: inhibitors; note: nearly all actives have a fitted effect of over 55% in size
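Cells were dispensed at 400 per well, compounds added by pin tool, plates incubated ≥48 hr at 37 °C, then CellTiter-Glo added for 30 min at room temperature before luminescence reading. Line: DT40 Tdp1-/- complemented with hTDP1; camptothecin omitted.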
TDP1 block: inhibitors of human tyrosyl-DNA phosphodiesterase TDP1; Q9NUW8; recombinant TDP1, AlphaScreen DNA substrate cleavage; Potency, µM (titrated, usually from 130 µM), without a hit: top-dose activity change, negative = inhibition, usual class: inhibitors; 0.28% of 350,000 active; note: nearly all actives have a fitted effect of over 40% in size
Target sequence (Q9NUW8 whole entry, looked up): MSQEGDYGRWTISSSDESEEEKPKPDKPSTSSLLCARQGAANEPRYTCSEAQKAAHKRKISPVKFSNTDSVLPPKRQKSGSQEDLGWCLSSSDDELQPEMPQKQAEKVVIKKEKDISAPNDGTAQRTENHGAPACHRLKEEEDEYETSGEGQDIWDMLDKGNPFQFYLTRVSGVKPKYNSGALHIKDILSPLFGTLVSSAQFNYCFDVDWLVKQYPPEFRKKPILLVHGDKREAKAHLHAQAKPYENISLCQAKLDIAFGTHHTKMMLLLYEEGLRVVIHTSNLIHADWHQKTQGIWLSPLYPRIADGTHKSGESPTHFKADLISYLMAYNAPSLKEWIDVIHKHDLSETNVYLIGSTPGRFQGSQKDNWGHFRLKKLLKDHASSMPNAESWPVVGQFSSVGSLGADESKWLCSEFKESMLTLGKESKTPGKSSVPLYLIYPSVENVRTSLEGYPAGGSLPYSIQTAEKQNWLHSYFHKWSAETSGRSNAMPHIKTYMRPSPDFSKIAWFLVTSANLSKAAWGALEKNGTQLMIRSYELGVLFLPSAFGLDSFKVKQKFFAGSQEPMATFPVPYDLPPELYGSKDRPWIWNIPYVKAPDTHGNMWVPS
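Signal: AlphaScreen proximity between streptavidin donor and anti-FITC acceptor beads on intact substrate. Reaction: Tdp1 1 nM, substrate 15 nM final, 5 min RT after 15 min compound preincubation.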
N370S GC: inhibitors or activators of N370S glucocerebrosidase for Gaucher disease; P04062; N370S GC spleen homogenate, 4MU-glucoside fluorescence; Potency, µM (series often up to 59.4 µM), for the others: top-dose activity change, negative = inhibition, hits mostly inhibitors; 0.092% of 330,000 active;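 note: 0% = full enzyme activity and -100% = no enzyme basal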
* = called active by the depositor; ? = inconclusive; nt = not tested or not shown; [ ] = dose if it differs, or a comment. Calls come from the whole dose curve; as a rule, active = well fitted curve in the direction sought with a large enough effect; inconclusive = small, poorly fitted or top-dose-only effect, or another doubt; inactive = no such curve, though single readings can be large; an effect the other way counts as inactive or inconclusive. Unless noted, % is set by controls: 0 for no effect and ±100 for the full control effect; potency is the fitted concentration of half-maximal effect.

| cpd | SMILES | DT40 TDP1 no CPT | TDP1 block | N370S GC |
| --- | --- | --- | --- | --- |
| 1 | CCc1cc2c(=O)c(-c3ccc(F)cc3)c(C)oc2cc1OCC(=O)O | 1.7% | 4.3% | 7.1% |
| 2 | Cc1cccc(-n2cnc3c(sc4nc(N5CCOCC5)c5c(c43)CCCC5)c2=O)c1 | 20.6µM* | 0.0% | 19.5% |
| 3 | COc1ccc(OCCCC(=O)OCC(=O)Nc2c(C)nn(-c3ccccc3)c2C)cc1 | 7.7% | nt | -2.6% |
| 4 | Cc1ccc(CSc2ncnc3c2cnn3Cc2ccccc2)cc1 | -8.0% | -6.1% | -2.3% |
| 5 | COc1ccc(NC(=O)CSc2nnnn2-c2ccccc2OC)c(OC)c1 | -19.2% | nt | 15.5% |
| 6 | COc1ccc(OCC(=O)NNC(=O)Nc2cccc(Cl)c2)cc1 | -10.4% | -1.7%[56.1 µM] | -0.1% |
| 7 | C(=N\Nc1nc(N2CCOCC2)nc(N2CCOCC2)n1)/c1ccncc1 | -17.7% | 2.8% | -14.3% |
| 8 | Cc1ccc(C)c(NC(=O)Cc2ccc(S(=O)(=O)N3CCCCC3)s2)c1 | ? | -3.1% | -2.7% |
| 9 | CNC(=O)/C(C#N)=C/c1c(N2CCN(c3ccccc3)CC2)nc2c(C)cccn2c1=O | 14.6µM* | nt | ? |
| 10 | COc1cc(C)c(/C=C(\C#N)C(=O)Nc2ccc(C)cc2)cc1C(C)C | ? | 4.2% | -0.6% |
| 11 | CCOC(=O)Cc1csc2nc(-c3ccccc3)nn12 | ? | 3.8% | 5.0% |
| 12 | Cc1ccc(-c2noc(C3CCCN(C(=O)c4ccc(C(C)(C)C)cc4)C3)n2)o1 (stereo not given) | 18.4µM* | nt | -9.8% |
| 13 | COc1ccc(NC(=O)C/C(C)=N/NC(=O)c2ccncc2)c([N+](=O)[O-])c1 | -23.4% | 8.9% | -9.0% |
| 14 | O=C(CSc1nc2c(sc3ccccc32)c(=O)n1CCCN1CCOCC1)NCC1CCCO1 (stereo not given) | -11.7% | 0.0% | -20.2% |
| 15 | COc1ccc(Nc2nc(N3CCOCC3)nc(N3CCOCC3)n2)cc1Cl | 20.6µM* | 5.5% | 6.2% |
| 16 | COC(=O)C1=C(C)N=c2s/c(=C/c3cccs3)c(=O)n2C1c1cccs1 (stereo not given) | -30.0% | 1.0% | 5.8% |
| 17 | CC(=O)N/C(=C\c1ccc(F)cc1)C(=O)NC(Cc1c[nH]c2ccccc12)C(=O)O (stereo not given) | 12.5% | 4.1% | -0.3% |
| 18 | CCC(=O)Nc1ccc(Oc2ccc(NC(=O)CC)c(NC(=O)CC)c2)cc1 | 3.8% | 4.9% | 4.3% |
| 19 | C[C@H]1COC(=O)[C@@H](CC(=O)OC(C)(C)C)C/C=C\C[C@H](CC(=O)NCCO)C(=O)N1 | -10.3% | 0.0% | nt |
| 20 | CCc1nc2ccc(C(=O)N3CCN(c4ccc([N+](=O)[O-])cc4)CC3)cc2nc1CC | ? | 5.0% | -12.0% |
| 21 | CCSc1nnc(-c2cccc(S(=O)(=O)N(C)C)c2)n1-c1cc(OC)ccc1OC | ? | 2.9% | 4.2% |
| 22 | COc1ccc(-c2noc(CN(C(=O)C(C)Oc3ccc(C)cc3)C(C)C)n2)cc1 (stereo not given) | 14.6µM* | 0.0% | nt |
| 23 | CCOc1ccc(CN2CCN(Cc3cc4c(cc3Cl)OCO4)CC2CCO)cc1 (stereo not given) | 16.4µM* | -2.4% | ? |
| 24 | COCCCNC(=S)NNC(=O)C1CC1c1ccc(C(C)(C)C)cc1 (stereo not given) | 8.2µM* | -2.7% | -8.4% |
| 25 | CC(C)Oc1ccc(C(=O)NC(=S)N2CCOCC2)cc1 | ? | 5.6% | 8.6% |

Next part; the last 6 above are carried over.
| cpd | SMILES | DT40 TDP1 no CPT | TDP1 block | N370S GC |
| --- | --- | --- | --- | --- |
| 20 | CCc1nc2ccc(C(=O)N3CCN(c4ccc([N+](=O)[O-])cc4)CC3)cc2nc1CC | ? | 5.0% | -12.0% |
| 21 | CCSc1nnc(-c2cccc(S(=O)(=O)N(C)C)c2)n1-c1cc(OC)ccc1OC | ? | 2.9% | 4.2% |
| 22 | COc1ccc(-c2noc(CN(C(=O)C(C)Oc3ccc(C)cc3)C(C)C)n2)cc1 (stereo not given) | 14.6µM* | 0.0% | nt |
| 23 | CCOc1ccc(CN2CCN(Cc3cc4c(cc3Cl)OCO4)CC2CCO)cc1 (stereo not given) | 16.4µM* | -2.4% | ? |
| 24 | COCCCNC(=S)NNC(=O)C1CC1c1ccc(C(C)(C)C)cc1 (stereo not given) | 8.2µM* | -2.7% | -8.4% |
| 25 | CC(C)Oc1ccc(C(=O)NC(=S)N2CCOCC2)cc1 | ? | 5.6% | 8.6% |
| 26 | CCCc1nc2ccccc2c(C(=O)OC2CCOC2=O)c1CC (stereo not given) | -26.9% | -5.2% | 2.7% |
| 27 | COc1ccc(NC(=O)CN2C(=O)COc3ccc(S(=O)(=O)Nc4ccccc4)cc32)cc1OC | -27.3% | 3.8% | nt |
| 28 | COc1cc(/C=C/C(=O)OC(C)C(=O)NC2CCCCC2C)cc(Cl)c1OC (stereo not given) | ? | 2.8% | -2.1% |
| 29 | Cn1c(=O)c2c(nc(N3CCOCC3)n2CCCNC2=NCCCCC2)n(C)c1=O | 8.0% | -5.1% | -2.8% |
| 30 | Cc1cccc(S(=O)(=O)NC2CCCCCCC2)c1 | ? | 4.7%[0.0935 µM] | -12.6% |
| 31 | O=C(c1sc2cc([N+](=O)[O-])ccc2c1Cl)N1CCCCC1 | ? | 5.8% | -0.5% |
| 32 | COC(=O)CC1C(C)(C)C(OC(C)=O)C2CC3=C4CC(=O)OC(c5ccoc5)[C@]4(C)CCC3[C@@]1(C)C2=O (stereo not given in full) | -19.3% | 10.7%[56.1 µM] | -4.5% |
| 33 | N#CC(Cc1ccccc1)(Cc1ccccc1)C(=O)NN | -3.7% | -14.2% | -14.0% |
| 34 | O=C(Nc1ccccc1-c1ccccc1)NC1CC2CCCC(C1)N2CCc1ccccc1 (stereo not given) | -26.4% | 0.0% | -4.8% |
| 35 | Cc1ccc(-c2csc(CC(N)=O)n2)cc1 | 5.3% | 0.0% | 5.0% |
| 36 | COc1ccc(OC)c(CNc2c(C=O)c(=O)[nH]c3ccccc23)c1 | -13.2% | 5.3% | ? |
| 37 | O=C(C1CCCN(Cc2cccc(Cl)c2)C1)N1CCCCC1 (stereo not given) | 25.9µM* | nt | -6.1% |
| 38 | Cc1cc(F)ccc1S(=O)(=O)Nc1cc2c(C(=O)O)c(C)oc2c2ccccc12 | -1.4% | 5.3% | nt |
| 39 | Cc1cccc(N2CCN(C(=O)c3cnn(-c4ccc(F)cc4F)c3C3CCN(C(=O)OC(C)(C)C)CC3)CC2)c1C | 20.6µM* | 0.0% | nt |
| 40 | CCOc1ccc(Cl)cc1S(=O)(=O)N1CCC(C(=O)NCc2ccccn2)CC1 | -20.7% | 2.1% | -6.1% |
| 41 | NS(=O)(=O)OCCCc1ccccc1 | -11.3% | nt | -2.9% |
| 42 | CCc1cccc(NS(=O)(=O)c2ccc3c(c2)N(CC(=O)OC)C(=O)CS3)c1 | ? | 2.8% | nt |
| 43 | Cn1ncc([N+](=O)[O-])c1C(=O)NC1CCCCCC1 | 12.5% | 7.0% | -2.1% |
| 44 | Cc1nc(N2CCNCC2)c2c3c(sc2n1)CCCC3 | ? | nt | -3.7% |
| 45 | O=Cc1c(NCCc2cccc(F)c2)c2ccccc2[nH]c1=O | -6.0% | nt | -6.1% |
| 46 | Cc1nn(C)c(Cl)c1CN1CCC(CO)(CC2CCCCO2)CC1 (stereo not given) | 1.3% | 2.4% | -3.3% |
| 47 | Cc1cc(NC(=S)N(CCCN2CCN(C)CC2)Cc2ccco2)ccc1Cl | -8.9% | 6.1% | -4.7% |
| 48 | O=C(CSc1cc(Cl)ccc1Cl)NCC1CCCO1 (stereo not given) | -13.9% | 0.0% | 3.8% |
| 49 | O=C(COC(=O)c1ccccc1)NCC1CCCO1 (stereo not given) | 2.4% | 7.1% | -2.1% |
| 50 | CCOC(=O)C1(Cc2ccccc2)CCN(Cc2ccc(COC)o2)CC1 | ? | 2.7% | 3.5% |

Gathered by group: the compounds so far containing a COOH group
| cpd | SMILES | DT40 TDP1 no CPT | TDP1 block | N370S GC |
| --- | --- | --- | --- | --- |
| 1 | CCc1cc2c(=O)c(-c3ccc(F)cc3)c(C)oc2cc1OCC(=O)O | 1.7% | 4.3% | 7.1% |
| 17 | CC(=O)N/C(=C\c1ccc(F)cc1)C(=O)NC(Cc1c[nH]c2ccccc12)C(=O)O (stereo not given) | 12.5% | 4.1% | -0.3% |
| 38 | Cc1cc(F)ccc1S(=O)(=O)Nc1cc2c(C(=O)O)c(C)oc2c2ccccc12 | -1.4% | 5.3% | nt |

The list continues.
| cpd | SMILES | DT40 TDP1 no CPT | TDP1 block | N370S GC |
| --- | --- | --- | --- | --- |
| 51 | COc1ccc(OC)c(-n2c(C)cc(/C=C3\C(=N)N4N=C(CC(=O)N5CCOCC5)SC4=NC3=O)c2C)c1 | 7.3% | 0.7% | -13.9% |
| 52 | COC(=O)C1=C(COc2ccc(F)cc2)NC(=O)NC1c1ccc(C)cc1C (stereo not given) | ? | 7.8% | -29.4% |
| 53 | CC(OC(=O)c1nsc(Cl)c1Cl)C(=O)NCc1cccs1 (stereo not given) | -14.8% | 0.0% | -2.4% |
| 54 | CCOc1ccc(C(=O)Nc2ncccc2Cl)cc1 | -11.2% | -7.7% | ? |
| 55 | COc1cc(OC)c(CN2CCCN(C)CC2)cc1Br | -1.2% | nt | -2.5% |
| 56 | COc1ccccc1CNS(=O)(=O)c1cnc(N)nc1 | -5.7% | 0.0% | nt |
| 57 | O=C1CNC(=S)N1Cc1ccc(F)cc1 | -17.0% | -0.2% | -3.9% |
| 58 | CC(=O)c1ccc(N2CCN(c3ccc(S(=O)(=O)N4CCN(C)CC4)cn3)CC2)cc1 | -36.0% | -3.9% | -17.1% |
| 59 | CC(C)(C)C(=O)Nc1cccc(-c2cc(-c3c(Cl)cccc3Cl)no2)c1 | -24.6% | 1.3% | 3.5% |
| 60 | COc1ccccc1OCC(=O)NCC1CCCN(C(=O)c2ccccc2SC)C1 (stereo not given) | 14.6µM* | 0.9% | -11.7% |
| 61 | Fc1ccc2nc(N3CCOCC3)sc2c1 | -14.6% | 6.9% | 6.8% |
| 62 | CC(=O)c1ccc(NC(=O)OCCN2CCN(Cc3ccccc3)CCC2=O)cc1 | nt | 5.1% | -11.3% |
| 63 | COC(=O)CC1C(=O)NCCN1C(=O)c1ccc(Cl)cc1 (stereo not given) | -11.3% | -0.3% | 0.7% |
| 64 | O=C(CN1CCCC1)Nc1ccc(NC(=O)Nc2ccccc2Cl)cc1 | 1.0% | 0.0% | 14.7% |
| 65 | COc1ccc2[nH]c3c(=O)n(CCc4ccccc4)cnc3c2c1 | -5.8% | nt | 0.0% |
| 66 | COc1ccc(C(=O)N/N=C(/C)c2ccc(N3CCCCC3)cc2)cc1 | ? | 0.0% | -14.9% |
| 67 | Cc1[nH]c2ccc(F)cc2c1CCNC(=O)c1cc2cc(Cl)ccc2oc1=O | -23.7% | 5.8% | nt |
| 68 | CCCCCCCCCCCCOC(=O)C[N+](C)(C)C | -13.2% | nt | -21.0% |
| 69 | Clc1cccc(Cl)c1-c1noc(-c2ccno2)n1 | -3.8% | -6.3% | -1.8% |
| 70 | COc1ccc(N2CCCC2)c(NC(=O)c2ccc(Br)o2)c1 | ? | 20.3% | -0.4% |
| 71 | CCc1c(C)sc2c1CCN(Cc1cccc(F)c1)C2c1ccccc1 (stereo not given) | 11.6µM* | -3.8% | nt |
| 72 | Cc1ccc(OCC(=O)N(Cc2ccc(Cl)cc2)Cc2ccco2)cc1C | 20.6µM* | 4.9% | nt |
| 73 | c1cnc(N2CCN(c3cnccn3)CC2)nc1 | 4.6% | 1.2% | -1.5% |
| 74 | COc1cccc(C(=O)Nc2ccccc2-c2ccccc2)c1 | ? | -4.8% | nt |
| 75 | Cc1ccccc1NC(=O)CSc1nnc(Cc2ccccc2)c(=O)n1N | 1.3% | 0.8% | -6.7% |

An excerpt from above, limited to TDP1 block.
# | SMILES | TDP1 block
15 | COc1ccc(Nc2nc(N3CCOCC3)nc(N3CCOCC3)n2)cc1Cl | 5.5%
16 | COC(=O)C1=C(C)N=c2s/c(=C/c3cccs3)c(=O)n2C1c1cccs1 (stereo not given) | 1.0%

From PubChem

Not all compounds are listed; count on the stated rates, not on these rows.
